# Bioassay records deposited in PubChem by several laboratories.
# MT1-MMP act inh: inhibitors of human MT1-MMP activation; GFP/RFP ratio change, % at 20 µM; 360,000 compounds, 0.061% hits; HT1080 RFP-PRO-GFP cells, GFP/RFP ratio fluorescence, overnight; percent of plate control window, DMSO zero; AID 651647; P50281;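 active means GFP/RFP ratio change of at least 30% with cell ATP level not reduced by more than half and red fluorescence within 50% of control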; further: strong numbers were not always called active
#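 Material – HT1080 RFP-PRO-GFP cells · Control set – DMSO wells and RFP-L50D-GFP cells · Incubation – overnight cell settling, then overnight compound exposure, 37 °C, 5% CO2 · Compound dosing – single-point 20 µM compound, 1% DMSO · Read-out – GFP/RFP fluorescence ratio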
# Rin1-Abl PPI inh: blocks binding of human Rin1 to Abl; P00519+Q13671; TR-FRET Rin1/Abl binding, biochemical; inhibition, % at 7.35 µM; 360,000 compounds, 0.4% hits; in the data active means inhibition above about 5%, passing the limit was not always enough
# PABP1 MLLE inh: inhibitors of microRNA-mediated deadenylation, human PABP1 MLLE binding | P11940 | GST-MLLE / FITC-PAM2 fluorescence polarization | inhibition, % at 20 µM | 360,000 compounds, 0.36% hits | AID 588489; in the data active means inhibition above about 35%, passing the limit was not always enough;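 further: plate controls were DMSO wells with GST-MLLE for no effect and wells lacking GST-MLLE protein for full effect; some results filed as inactive read as strong as hits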
# FAS TE block: inhibitors of human fatty acid synthase thioesterase domain | P49327 | recombinant FAS-TE, OMFH fluorogenic substrate, fluorescence endpoint | inhibition, % at 15 µM | 360,000 compounds, 0.67% hits;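 active means compounds whose normalised, plate-corrected inhibition of enzyme fluorescence in the single-dose primary screen is 50% or more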;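 further: 0% = DMSO with enzyme and 100% = substrate without enzyme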
# SKN-1 block: C. elegans SKN-1 inhibition; C. elegans VP596 Pgst-4::GFP/RFP ratio, acrylamide-induced, 24 h; inhibition, % at 21.8 µM; 360,000 compounds, 0.49% hits; AID 624304;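 active means interference check ratio from 0.5 to 1.5 plus GFP to RFP signal ratio inhibition reaching or exceeding a fixed threshold, cut at about 30% in these data, passing the limit was not always enough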; further: some compounds called inactive have numbers as strong as hits
# bovine MsrA act: activators of bovine methionine sulfoxide reductase A; 360,000 compounds, 0.3% hits; activation, % at 10.6 µM; purified bovine MsrA, absorbance read-out; AID 602163; in the data active means activation above about 7.5%;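 further: 0% = vehicle and 100% = reference activator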
# Neddyl block: cullin neddylation inhibition. P61081+Q13564. TR-FRET cullin neddylation, biochemical. calls only at 25 µM. 360,000 compounds, 0.58% hits. AID 651699; in the data active means inhibition above about 36%
# Target sequence (P61081 whole entry, looked up): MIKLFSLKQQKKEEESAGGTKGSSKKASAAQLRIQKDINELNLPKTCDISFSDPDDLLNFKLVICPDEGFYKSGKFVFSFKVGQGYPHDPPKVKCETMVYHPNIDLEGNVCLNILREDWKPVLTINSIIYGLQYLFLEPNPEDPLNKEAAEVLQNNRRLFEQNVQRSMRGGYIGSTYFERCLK
# Target sequence (Q13564 whole entry, looked up): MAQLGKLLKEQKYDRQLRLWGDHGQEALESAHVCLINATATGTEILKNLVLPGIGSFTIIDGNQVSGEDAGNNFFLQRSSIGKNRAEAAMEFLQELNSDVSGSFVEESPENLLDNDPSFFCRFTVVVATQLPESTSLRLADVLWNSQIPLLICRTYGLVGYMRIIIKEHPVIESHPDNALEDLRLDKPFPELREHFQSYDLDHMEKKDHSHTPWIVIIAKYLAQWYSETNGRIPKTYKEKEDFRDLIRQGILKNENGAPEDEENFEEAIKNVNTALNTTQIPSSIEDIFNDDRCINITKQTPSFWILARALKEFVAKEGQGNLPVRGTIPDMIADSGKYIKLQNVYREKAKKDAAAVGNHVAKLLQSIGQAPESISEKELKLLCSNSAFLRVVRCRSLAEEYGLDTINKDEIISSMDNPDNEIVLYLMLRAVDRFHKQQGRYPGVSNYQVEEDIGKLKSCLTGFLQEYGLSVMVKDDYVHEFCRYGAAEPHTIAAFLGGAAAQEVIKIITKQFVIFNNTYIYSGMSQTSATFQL
# CendR NRP1 mod: alters CendR peptide binding to human NRP-1. FAM-RPARPAR peptide binding to NRP-1, fluorescence polarization. inhibition, % at 25 µM. 360,000 compounds, 0.85% hits. AID 602438;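 active means inhibition or corrected inhibition above about 18%, plus a signal ratio from 0.5 to 1.5, limit read from the data, passing the limit was not always enough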; further: strong numbers were not always called active
# eLon inh: E. coli protease La inhibition; P0A9M0; inhibition, % at 7.94 µM; 360,000 compounds, 0.42% hits; purified E. coli Lon protease, fluorescence polarization; in the data active means inhibition above about 13%, passing the limit was not always enough;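 further: 0% = enzyme with probe and DMSO and 100% = no enzyme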
# The depositor's hits bear a star; i = inactive; nt = no result given. Hits appear at their usual frequency; any-hit rate near 4%.
SMILES,MT1-MMP act inh,Rin1-Abl PPI inh,PABP1 MLLE inh,FAS TE block,SKN-1 block,bovine MsrA act,Neddyl block,CendR NRP1 mod,eLon inh
COc1ccc(Cn2nnnc2C(c2cccs2)N2CCN(c3ccccc3)CC2)cc1 (centres undefined),-5,-2,-4,30,5,1,i,-4,3
COc1ccc(-n2c(CCc3ccccc3)n[nH]c2=S)cc1,-7,2,-9,-10,5,-6,i,-4,4
O=S(=O)(c1ccc(NC(=S)NN=Cc2ccccc2O)cc1)N1CCCCC1,8,2,13,20,13,-7,i,-12,-15
Cc1cc(OCC(=O)N2CCC(C(=O)O)CC2)c2c(C)c(C)c(=O)oc2c1,3,-1,4,-3,-3,-1,nt,0,-4
CCc1ccc(C2NC(=S)NC3=C2C(=O)N(c2ccccc2OC)C(c2ccc(CC)cc2)N3)cc1 (centres undefined),2,4,-13,-94,4,-11,i,-2,1
Cc1ccc2oc(=O)cc(CN3CCN(Cc4ccccc4)CC3)c2c1,2,0,-1,4,6,-2,i,10,2
Cc1cccc(NC(=O)[C@@H]2CCCN2C(=O)OC(C)(C)C)c1C,0,4,3,-2,4,-4,i,-7,1
C/C(=N\NC(=O)C1COc2ccccc2O1)c1ccccn1 (centres undefined),0,-1,-2,-7,-14,-6,i,-6,10
COc1cccc(-c2nn(-c3ccccc3)cc2CNC(C)Cn2cncn2)c1 (centres undefined),8,2,5,-1,2,-6,i,-1,-4
Cc1noc(C)c1CSCC(=O)N(C)CC(=O)Nc1ccccc1Cl,0,-1,-9,-8,-18,-6,i,-3,-5
CC(Oc1ccc2ccc(=O)oc2c1)C(=O)c1ccccc1 (centres undefined),0,-3,-9,4,-2,-3,i,-9,-7
COc1ccccc1NC(=O)c1ccc(COc2ccc3c(c2)CCC3)cc1,-2,1,4,26,1,-9,i,-7,5
CCCc1cc(=O)oc2cc(OC(C)C(=O)NCC3CCC(C(=O)O)CC3)c(Cl)cc12 (centres undefined),2,-4,3,-6,7,-4,i,-5,-6
C[C@H]1CN([C@@H](C)CO)C(=O)c2cc(-c3ccccc3F)cnc2O[C@H]1CN(C)C(=O)C1CCOCC1,4,-4,-18,-10,-10,-4,i,-2,-6
CCOC(=O)/C=C/C(=O)N1CCN(C(=O)/C=C/C(=O)OCC)CC1,2,2,9,-8,-17,-4,i,3,-7
CC1(C(=O)NS(=O)(=O)c2ccc(F)cc2F)CCN1C(=O)CC1CC1 (centres undefined),1,-1,6,-7,7,2,i,9,-10
Cc1ccc(N2CC(C(=O)OCc3nnc(-c4ccccc4)o3)CC2=O)cc1 (centres undefined),2,-2,-7,-2,-8,-4,i,-3,-8
COc1cc(NS(=O)(=O)c2ccc(NC(=S)NC(=O)C(C)(C)C)cc2)nc(OC)n1,2,1,25,-8,12,-4,i,-5,7
O=C(Nc1cccc(F)c1)OC(CN1CCCCC1)C(F)(F)F (centres undefined),5,2,-1,4,-23,-8,i,-2,-15
CCOC(=O)c1c(C)n(C)c2ccc(OC)c(NC(=O)CN3CCSCC3)c12,1,4,3,0,1,1,i,-9,2

# Entries of single compounds, quoted from the list. Screens in order: MT1-MMP act inh | Rin1-Abl PPI inh | PABP1 MLLE inh | FAS TE block | SKN-1 block | bovine MsrA act | Neddyl block | CendR NRP1 mod | eLon inh
# `CCOC(=O)/C=C/C(=O)N1CCN(C(=O)/C=C/C(=O)OCC)CC1` is listed with 2 | 2 | 9 | -8 | -17 | -4 | i | 3 | -7
# `C[C@H]1CN([C@@H](C)CO)C(=O)c2cc(-c3ccccc3F)cnc2O[C@H]1CN(C)C(=O)C1CCOCC1` is listed with 4 | -4 | -18 | -10 | -10 | -4 | i | -2 | -6

# (more compounds)
SMILES,MT1-MMP act inh,Rin1-Abl PPI inh,PABP1 MLLE inh,FAS TE block,SKN-1 block,bovine MsrA act,Neddyl block,CendR NRP1 mod,eLon inh
CC(=O)N1CCN(c2ccnc3cc(Cl)ccc23)CC1,-3,-1,1,-4,-5,-8,i,7,-2
O=C1OC(c2ccccc2)(c2ccc3cc(O)ccc3c2)c2ccccc21 (centres undefined),1,4,-3,30,-9,-2,i,8,-8
N#C/C(=C\c1ccc(OC(F)F)cc1)C(=O)N1CCCCC1,-3,-2,13,5,4,0,i,0,1
CC(C)CCNC(=O)CN1N=C(c2ccc(Cl)cc2)CCC1=O,-1,4,-14,10,3,-2,i,9,-2
CC1CC(C)CN(S(=O)(=O)c2ccc(C(=O)NNC(=O)c3ccccc3F)cc2)C1 (centres undefined),2,2,-11,-2,-2,-8,i,5,8
O=C(CCn1c(=O)oc2ccccc21)N1CCN(c2ccccc2Cl)CC1,-1,-1,4,10,13,0,i,1,2
CCOC(=O)C1CCCN(C(=S)NC(=O)/C=C/c2ccc(F)cc2)C1 (centres undefined),-6,3,-47,0,-10,-5,i,-7,-6
CCc1[nH]nc2c1C(C(C)C)C(C#N)=C(N)O2 (centres undefined),-10,-2,-3,-1,8,0,i,21*,0
NC(=S)Nc1cc(Cl)cc(Cl)c1,6,-2,8,2,-17,-4,i,-1,-2
COc1ccc(C)cc1S(=O)(=O)N(CC(=O)Nc1cccc([N+](=O)[O-])c1)c1ccccc1,0,0,12,36,8,-1,i,5,-13
CCOC(=O)c1sc(-c2ccc(OC)cc2)cc1NC(C)=O,3,-2,5,37,0,0,nt,-1,7
N#Cc1cc2c(nc1Cl)CCC2,4,1,2,-4,5,-3,i,7,2
Nn1c(SCc2ccc(C(=O)O)cc2)nnc1-c1ccc(Cl)cc1Cl,-2,0,-137,-4,8,-1,i,-1,3
O=C(Nc1nccs1)c1cn(-c2ccccc2)nc1-c1ccccc1,-5,-1,4,7,8,-5,i,3,-1
CCCN1C(=O)c2cc(C(=O)Nc3ccc(OC)c(OC)c3)ccc2C1Nc1ccc(OC)c(OC)c1 (centres undefined),5,-3,5,-8,-1,-2,i,2,1
COc1ccc2nc(SCCN(C)C)[nH]c2c1,1,1,-9,-10,5,-1,i,16,-3
O=C1NC[C@H](Cc2ccccc2)N(CC2CCN(CC3CCCC3)CC2)C1=O,6,1,-1,-7,-6,-6,i,-1,-3
CCC(C)N(C(=O)CSc1nc(C)nc2ccccc12)C1CCS(=O)(=O)C1 (centres undefined),-4,0,10,0,6,-3,i,15,-3
CCN1CCN(c2ccc([N+](=O)[O-])cc2C(=O)c2ccc(Cl)cc2)CC1,-4,-1,7,24,10,-2,i,11,1
Cc1cc(C)c(NC(=O)COC(=O)CCn2c(C)csc2=O)c(C)c1,-3,-3,9,-3,15,-1,i,6,-9
CCC(C)C(NC(=O)OCc1ccccc1)C(=O)NC(Cc1ccc(O)cc1)C(=O)OC (centres undefined),-2,0,30,0,-5,-3,i,12,2
Clc1ccc(SCc2cc(-c3ccccc3)on2)cc1,2,-3,0,21,49*,-13,i,5,1
Cc1occc1-c1nnc(SCC(=O)NC2CCCC2)n1-c1ccccc1,3,-2,-4,0,17,-2,i,-10,-3
CCn1ncc(CNC(=O)C2(C)CC2(Cl)Cl)c1C (centres undefined),-1,-2,2,-6,0,2,i,0,3
COc1ccc2sc(-c3ccccc3OC)c(-c3ccc(OCCN4CCOCC4)cc3)c2c1,-3,-3,-6,18,-3,-4,i,3,0
CS(=O)(=O)N1CCC(C(=O)Nc2ccc(OCc3ccccc3)cc2)CC1,7,-1,-2,-3,8,-1,i,8,3
CCC(=O)Nc1ccc(S(=O)(=O)N2CCCCC2)cc1OC,5,-7,-5,-7,13,-2,i,1,-5
O=C(N/N=C/c1ccncc1)C1CC1C(=O)N/N=C/c1ccncc1 (centres undefined),5,-1,-5,-11,-1,-3,i,0,-4
COC(=O)C[C@H]1C=C[C@H](NC(=O)c2ccccn2)[C@@H](CO)O1,1,nt,nt,nt,5,nt,i,-8,nt
CCCNC(=O)C(Cc1ccccc1C)NC(=O)c1ccc(C(F)(F)F)cc1 (centres undefined),2,2,-3,-5,2,3,i,23,-7
CCCN(CC(=O)Nc1cc(Cl)ccc1Cl)C(=O)/C=C/c1cc(OC)ccc1OC,3,1,-14,32,14,-3,nt,-10,1
COc1ccc(-c2cc(C(F)F)n3ncc(C(=O)N4CCN(C)CC4)c3n2)cc1,2,-3,-9,0,14,-5,nt,6,-1
O=C(O)CN(c1cccc(C(F)(F)F)c1)S(=O)(=O)c1ccccc1,-4,-3,-4,-6,7,-3,i,12,-1
COC(=O)c1cc(OC)c(OC)cc1NC(=S)N1CCN(c2ccccn2)CC1,1,-1,-31,-7,8,-1,i,10,-7
COc1ccc(C(O)c2ncc(-c3ccccc3OC)[nH]2)cc1 (centres undefined),3,-4,-12,-4,-1,4,i,-8,-16
OC(CNCc1ccccc1)COCc1ccc(Cl)cc1 (centres undefined),2,2,1,-11,-2,-5,i,-8,-12
CN(CC(=O)Nc1ccc(F)c(F)c1)S(=O)(=O)c1cccc2cccnc12,2,1,-2,-2,5,-3,i,0,0
O=C(N/C(=C/c1cccnc1)C(=O)N1CCOCC1)c1ccccc1F,2,-2,9,-3,-6,-3,i,1,-2
COc1ccccc1N1CCN(C2CCCN(C(=O)c3ccnc4ccc(C)cc34)C2)CC1 (centres undefined),-7,0,-10,-8,1,-8,i,-4,10
COc1cc(OC)cc(C(=O)NN2CCOCC2)c1,1,4,12,-5,-15,-7,i,0,-6

# An excerpt from above, showing only PABP1 MLLE inh and CendR NRP1 mod.
structure | PABP1 MLLE inh | CendR NRP1 mod
OC(CNCc1ccccc1)COCc1ccc(Cl)cc1 (centres undefined) | 1 | -8
CN(CC(=O)Nc1ccc(F)c(F)c1)S(=O)(=O)c1cccc2cccnc12 | -2 | 0

# Further compounds.
SMILES,MT1-MMP act inh,Rin1-Abl PPI inh,PABP1 MLLE inh,FAS TE block,SKN-1 block,bovine MsrA act,Neddyl block,CendR NRP1 mod,eLon inh
Cc1ccc(NC2=C(CC(=O)O)C(c3ccccc3)N(c3ccc(C)cc3)C2=O)cc1 (centres undefined),1,-2,11,-1,2,0,i,21,2
Nc1nc(-c2ccccc2)nc2nonc12,0,0,1,-3,1,-2,i,-1,-4
OC[C@@H]1CN(Cc2ccccc2)C[C@H](n2cnc3c(NC4CCCC4)ncnc32)O1,5,3,2,-7,7,-6,i,-8,-6
CCC1CO/C(=C(\C(Cl)=C(Cl)Cl)[N+](=O)[O-])N1 (centres undefined),-4,3,-52,-1,-13,-8,i,6,-1
O=C(c1ccc(Cn2c(=S)[nH]c3ccccc3c2=O)cc1)N1CCN(c2ccccn2)CC1,-7,0,-77,12,5,-2,i,-14,-3
COc1cccc(C(=O)NNS(=O)(=O)c2ccc(C)cc2)c1,-1,-2,12,-6,15,-3,i,4,-17
O=C(COc1cccc(F)c1)N[C@@H](Cc1ccccc1)c1nc2ccccc2[nH]1,-4,0,-30,8,-4,-2,i,5,6
c1ccc(-c2ccc3c(c2)c2c4n3CCN=C4CCC2)cc1,-8,-10,-12,0,19,-1,i,-15,-1
C=CCn1c(CNC(=O)c2ccccc2F)nnc1SCc1nc2ccccc2c(=O)[nH]1,2,8,-6,0,-3,0,i,-5,0
O=C(O)c1ccc(CSCc2ccccc2)o1,1,0,-11,-1,-2,1,i,-14,-7
CCc1sc(NC(=O)CN2CCOCC2)nc1-c1ccccc1,-2,-2,-6,-4,12,0,i,17,1
CCc1nc2c(cnn2-c2ccc(F)cc2)c(=O)n1-c1ccc(N2CCC(C)CC2)cc1,6,1,9,28,5,-4,i,-18,-22
CCCCc1ccc(S(=O)(=O)NC(=O)C2(C)CCN2C(=O)Cc2ccccc2)cc1 (centres undefined),2,0,13,-7,7,1,i,2,9
CCCCOc1ccc(Cc2c(Cl)nc(SC)nc2N2CCOCC2)cc1,-4,0,17,5,11,-4,i,-4,6
CCCNC(=O)C(Cc1ccccc1)NC(=O)c1ccc(C(F)(F)F)cc1 (centres undefined),6,-1,-6,11,22,0,i,12,1
O=C(COC(=O)c1cc(=O)c2ccccc2o1)NCc1ccccc1,0,0,-1,-8,3,-2,i,-10,4
